High-throughput results (PubChem)
FLuc counter: qHTS profiling assay for firefly luciferase inhibitor/activator using purifed enzyme and Km concentrations of substrates (counterscreen for miR-21 project); AID 588342, 2011; Luciferin 4-monooxygenase (Photinus pyralis), P08659; Potency, µM (titrated, usually from 57.5 µM), without a hit: top-dose activity change, negative = inhibition, hits mostly inhibitors; purified FLuc, Km substrates, luminescence inhibition; actives 6.9% (n = 360,000); active means well fitted inhibition curve with a large enough effect; inconclusive means small, poorly fitted or top-dose-only effect;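 further: plate controls were vehicle for no effect and reference inhibitor for full effect; nearly all actives have a fitted effect of over 55% in size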
Target sequence (P08659 whole entry, looked up): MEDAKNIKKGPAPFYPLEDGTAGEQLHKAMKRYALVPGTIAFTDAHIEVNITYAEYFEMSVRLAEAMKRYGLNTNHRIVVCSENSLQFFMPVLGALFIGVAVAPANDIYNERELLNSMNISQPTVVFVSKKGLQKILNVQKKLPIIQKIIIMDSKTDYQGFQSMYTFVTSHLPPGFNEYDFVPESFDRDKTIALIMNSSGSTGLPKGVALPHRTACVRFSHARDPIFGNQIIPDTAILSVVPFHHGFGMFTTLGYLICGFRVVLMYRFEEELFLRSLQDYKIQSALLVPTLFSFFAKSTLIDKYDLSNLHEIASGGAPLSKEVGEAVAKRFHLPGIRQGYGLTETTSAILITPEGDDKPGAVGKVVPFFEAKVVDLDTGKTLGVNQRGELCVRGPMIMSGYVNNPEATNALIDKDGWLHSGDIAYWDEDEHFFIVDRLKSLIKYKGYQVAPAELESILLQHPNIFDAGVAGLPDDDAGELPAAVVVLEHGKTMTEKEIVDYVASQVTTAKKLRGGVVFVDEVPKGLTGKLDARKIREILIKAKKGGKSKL
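Biochemical qHTS of compounds, final roughly 60 µM downward over six points, against 10 nM purified firefly luciferase using Km concentrations of substrates (10 uM D-luciferin, 10 uM ATP) in Tris acetate pH 7.5 buffer; luminescence output.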
Starred values were filed as active, the others as inactive; ? = inconclusive. Potency means the concentration at half of the fitted maximal effect.

smiles,FLuc counter
O=C(CC1C(=O)N(c2ccccc2)C(=O)N1CCc1cccs1)Nc1ccc(F)cc1 (stereo unspecified),-3%
CCOc1ccc(NC(=O)c2c(NCc3cc(OC)c(OC)cc3OC)sc3c2CCCC3)cc1,?
CCOc1ccc2nc(N3CCN(C(=O)c4ccc5c(c4)CCCC5)CC3)sc2c1,-14%
O=C(CCn1c(=O)c2cccn2c2cccnc21)NCc1cccc(Br)c1,-1%
Cc1cc(NC(=O)C(C)(C)C)cc(-c2nc3ncccc3o2)c1O,?
CCCCC1CCC(C(=O)N2CC(=O)Nc3ccc(F)cc3C2c2ccc(F)cc2)CC1 (stereo unspecified),-3%
COc1cc(OC)c(NC(=O)N2CC=C(c3c[nH]c4ccccc34)CC2)cc1Cl,0%
Cc1ccc(CN2C(=O)c3ccccc3Sc3ccc(C(=O)N4CCOCC4)cc32)cc1,-9%
Cc1ccc(-c2nc(-c3cccs3)c(-c3cccs3)[nH]2)cc1,-1%
O=S(=O)(NCCc1ccccc1)c1ccc(N2CCCCS2(=O)=O)cc1,-5%
CCOc1ccc(-c2nc(SCC(=O)c3ccccc3)n[nH]2)cc1,-11%
CCN(CC)CCNC(=O)c1ccc2c(=O)n3nc(Nc4ccccc4)sc3nc2c1,-14%
COc1ccccc1-c1nnc(C2CCN(C(=O)c3ccccc3C)CC2)o1,-1%
Cc1ccc(C(=O)NCC(c2ccco2)S(=O)(=O)c2ccccc2)cc1C (stereo unspecified),-13%
CCCCSc1nnc2c(n1)OC(c1ccc(Br)s1)N(C(C)=O)c1ccccc1-2 (stereo unspecified),-3%

New compounds follow
smiles,FLuc counter
O=c1c2ccccc2nc(N2CCN(c3cccc(Cl)c3)CC2)n1-c1ccccc1,5%
Cc1ccc(S(=O)(=O)N2CCC(N3CCN(Cc4ccccc4)C(=O)C3=O)CC2)cc1C,-5%
CCN1CCN(c2cc(C)c3cc(NC(=O)/C=C/c4cccc(OC)c4OC)ccc3n2)CC1,-18%
COCCCNC(=O)C1CCN(c2ncnc3c2nc2n3CCCCC2)CC1,-6%
Cc1nn(-c2cccc(Cl)c2)c2nc(-c3cccnc3)cc(C(F)(F)F)c12,-1%
Cc1ccc(NC(=O)CN2C(=O)CC(c3ccc(C)c(C)c3)=Nc3ccccc32)cc1,?
Cc1ccc(C(=O)NCC(c2ccc3c(c2)OCO3)N2CCN(c3ccc(F)cc3)CC2)cc1 (stereo unspecified),-3%
CCOC(=O)c1ccc(NC(=O)c2c(NC(C)=O)sc3c2CCC(C)C3)cc1 (stereo unspecified),-7%
CC1CCc2nc3ncn(Cc4ccccc4C#N)c(=O)c3cc2C1 (stereo unspecified),-13%
O=C(Nc1cccc(Br)c1)N1CCC(CN2CCCCC2)CC1,1%
O=S(=O)(c1ccc(Br)s1)N1CCN(c2cccc(C(F)(F)F)c2)CC1,1%
CC(C)CNc1cc(NC2CCCCC2)c2c3c(onc13)-c1ccccc1C2=O,8%
COc1ccccc1CNC(=O)C(C)n1ccc2cc(S(=O)(=O)N3CCCC3)ccc21 (stereo unspecified),-2%
Cc1ccc2c(=O)cc(C(=O)Nc3c(C)n(C)n(-c4ccccc4)c3=O)oc2c1,2%
CCOCCc1nn2c(=O)cc(COC(=O)C3CCCCC3)nc2s1,-6%

Next part (5 carried over from the part before).
smiles,FLuc counter
O=S(=O)(c1ccc(Br)s1)N1CCN(c2cccc(C(F)(F)F)c2)CC1,1%
CC(C)CNc1cc(NC2CCCCC2)c2c3c(onc13)-c1ccccc1C2=O,8%
COc1ccccc1CNC(=O)C(C)n1ccc2cc(S(=O)(=O)N3CCCC3)ccc21 (stereo unspecified),-2%
Cc1ccc2c(=O)cc(C(=O)Nc3c(C)n(C)n(-c4ccccc4)c3=O)oc2c1,2%
CCOCCc1nn2c(=O)cc(COC(=O)C3CCCCC3)nc2s1,-6%
CCSc1ncc(Cl)c(C(=O)Nc2ccc(S(=O)(=O)N3CCC(C)CC3)cc2)n1,1%
CCOc1ccccc1-n1cc2c(c1-c1ccc(OC)cc1)c(=O)n(C)c(=O)n2C,0%
Cc1ccc(NC(=O)Cn2c(-c3nonc3N)nc3ccccc32)cc1C,-18%
Oc1cccc(-c2nc(-c3cccs3)c(-c3cccs3)[nH]2)c1,?
CCOC(=O)c1c(C)[nH]c(C)c1S(=O)(=O)N1CCCC(C(=O)N2CCN(c3cc(C)ccc3C)CC2)C1 (stereo unspecified),-12%
Cc1ccccc1Cn1c(Oc2ccccc2F)nc2c1c(=O)n(C)c(=O)n2C,-1%
O=C(NC(=O)c1ccccc1)Nc1ccc(-n2nc(C(F)(F)F)cc2C(F)(F)F)cc1,0%
CC1CCc2c(sc(NC(=O)COc3ccccc3)c2C(=O)Nc2ccccc2Cl)C1 (stereo unspecified),2%
CCN(C(=O)c1nn(C)c2c1CSc1ccccc1-2)c1cccc(C)c1,2%
COc1ccc(/C=C/c2nc(C#N)c(NC3CCCCC3)o2)cc1OC,?
CCOCCCNC(=O)NC(CCC(C)C)c1c(-n2cccc2)sc2c1CCN(C)C2 (stereo unspecified),-4%
Cc1ccc(C2CC(=O)N(Cc3ccccc3)c3c2c(C)nn3-c2nc(C)cc(C)n2)cc1 (stereo unspecified),3%
CC(C)COc1ccc(C(=O)Nc2scc(-c3ccc(Br)cc3)c2C(=O)OC(C)C)cc1,1%
COc1ccc(-c2cn3nc(N4CCCC(C(=O)Nc5ccccc5F)C4)sc3n2)cc1 (stereo unspecified),?
CC1CCCCN1CCCNC(=O)c1[nH]c2ccccc2c1Sc1ccc(Cl)cc1 (stereo unspecified),-2%

Next structures follow.
smiles,FLuc counter
CCCCN(CC)CCCNC(=O)C1CCCN(c2ncnc3c2nc2n3CCCCC2)C1 (stereo unspecified),0%
COc1ccc(-c2csc3ncnc(Nc4cccc(F)c4)c23)cc1,-18%
Cc1cccc(N2CCN(C(=O)C3CCC(CNS(=O)(=O)c4ccc(Br)s4)CC3)CC2)c1C (stereo unspecified),-1%
NC(=O)Cn1c(=O)n(CCCCCC(=O)NCc2ccccc2Cl)c(=O)c2sccc21,0%
O=C(NCC(c1ccc(Cl)cc1)N1CCOCC1)c1ccccc1F (stereo unspecified),-3%
CCOc1ccc(CCNC(=O)Cn2nc(CC)n3c(cc4sc(CC)cc43)c2=O)cc1OCC,-6%
COc1ccccc1OCC(=O)N(Cc1cccs1)C1CCS(=O)(=O)C1 (stereo unspecified),0%
COc1ccc(C2=CC(c3ccccc3Cl)n3nc(-c4ccc(Cl)cc4)nc3N2)cc1 (stereo unspecified),-5%
CC(=O)Nc1ccc(NC(=O)c2csnn2)cc1,-2%
CCc1ccccc1NC(=O)CSc1ncc(S(=O)(=O)c2ccc(C(C)C)cc2)c(N)n1,-14%
Cc1oc(-c2ccc(C(=O)NCCC(C)C)cc2)nc1CS(=O)(=O)c1ccccc1,-3%
CCOC(=O)C1=C(CN2CCN(c3ccc(C)cc3C)CC2)NC(=O)NC1c1ccc(OC)cc1 (stereo unspecified),-1%
CCc1cccc(C)c1NC(=O)c1nc2ccccc2nc1N1CCCCC1,-2%
Cc1nc(Nc2ccc(Cl)cc2)cc(-c2ccccc2)n1,?
Cc1cccn2c(=O)c(C(=O)NCc3cccc(F)c3)cnc12,-10%

(listing goes on)
smiles,FLuc counter
CCCOC(=O)c1c(-c2ccccc2)c(-c2ccccc2)nn(C)c1=O,-20%
O=C(Nc1cc(NC(=O)c2ccccc2Cl)ccc1Cl)c1ccccc1,12µM*
COCc1cc(C)nc2sc3c(c12)NC(c1ccc(O)cc1)N(c1ccc(C)cc1)C3=O (stereo unspecified),?
CCOC(=O)c1ccccc1NC(=O)Cn1c(=O)n(Cc2nc(-c3ccccc3)no2)c(=O)c2ccccc21,6%
Cc1nc2nncn2c(N2CCN(c3ccccc3)CC2)c1C,0%
O=C(Nc1ccc(F)cc1Cl)n1ncc2cc(Cl)ccc21,?
COc1ccc(Nc2nc3c(S(=O)(=O)c4ccc(Br)cc4)nnn3c3ccsc23)c(OC)c1,1%
Cc1ccccc1OCCn1cc(C(=O)C2CCCCC2)c2ccccc21,1%
CCOC(=O)N1CCc2c(sc3c2c(=O)n(-c2ccc(Cl)cc2)c(=O)n3Cc2cccc(OC)c2)C1,-4%
COc1ccc(/C=C/C(=O)Nc2ccc(Cl)cc2Cl)cc1,-9%
COc1cccc(C2C(=O)N(C3CCCCC3)CC(=O)N2CCc2ccc(OC)c(OC)c2)c1 (stereo unspecified),0%
CCn1c(C(=O)NCc2ccc(C)cc2)cc2sc(Cl)cc21,-19%
Cc1ccc2nc(N(Cc3cccnc3)C(=O)CCS(=O)(=O)c3ccccc3)sc2c1,-6%
CCOc1ccc(N2CC(C)Cn3c2nc2c3c(=O)n(Cc3c(F)cccc3Cl)c(=O)n2C)cc1 (stereo unspecified),-3%
CC1N=C2c3ccccc3N=C(SCC(=O)NCCc3ccc(Cl)cc3)N2C1=O (stereo unspecified),3%

Some of these compounds in order of length of the SMILES, ascending.
smiles,FLuc counter
Cc1ccccc1OCCn1cc(C(=O)C2CCCCC2)c2ccccc21,1%
O=C(Nc1cc(NC(=O)c2ccccc2Cl)ccc1Cl)c1ccccc1,12µM*
COc1ccc(Nc2nc3c(S(=O)(=O)c4ccc(Br)cc4)nnn3c3ccsc23)c(OC)c1,1%
CCOC(=O)c1ccccc1NC(=O)Cn1c(=O)n(Cc2nc(-c3ccccc3)no2)c(=O)c2ccccc21,6%

(continued)
smiles,FLuc counter
Cc1cccc2sc(N(Cc3cccnc3)C(=O)CCOc3ccccc3)nc12,2%
Cc1oc2cc3oc(=O)c(CCC(=O)NCCc4ccccc4F)c(C)c3cc2c1C,-3%
CC(C)(C)c1ccc(OCC(=O)N2CCC(c3nc4ccccc4s3)CC2)cc1,?
COc1cccc(CNC(=O)c2ccc(-c3nc(COc4ccccc4)c(C)o3)cc2)c1,-8%
O=C1CN(C(=O)COc2ccc(Cl)cc2Cl)C(c2ccc(F)cc2)c2cc(F)ccc2N1 (stereo unspecified),-8%
Cc1ccc(NC(=O)CN2C(=O)COc3ccc(S(=O)(=O)NC4CCCC4)cc32)c(Cl)c1,2%
CC1CCc2onc(C(=O)N3CCN(c4ccc(F)cc4)CC3)c2C1 (stereo unspecified),-10%
O=C(COc1ccc(Cl)cc1)Nc1ccc(-c2nc3cc(Cl)ccc3o2)c(O)c1,?
COc1cc(NC(=O)CC2C(=O)N(c3cccc(C)c3)C(=O)N2Cc2ccco2)cc(OC)c1 (stereo unspecified),-10%
O=S(=O)(c1ccc2nc(Nc3cccc(F)c3)ccc2c1)N1CCCC1,3%
Cc1cccc(NC(=O)c2c(C)cc(C)nc2SCC(=O)Nc2c(C)cc(C)cc2C)c1,-5%
CCc1ccc(OCC(=O)N(Cc2ccco2)Cc2ccccc2Cl)cc1,-15%
Cc1c2cnn(CC(=O)NC(C)C)c(=O)c2c(C)n1Cc1ccccc1Cl,?
Cc1cccc2c(=O)cc(CSc3ccccc3NC(=O)c3cccc(Br)c3)[nH]c12,0%
CCC(Sc1nc2n[nH]c(C)c2c(=N)n1-c1ccccc1Cl)C(=O)N(CC)CC (stereo unspecified),5%

Further results follow:
smiles,FLuc counter
Cc1ccc(-n2ncc3c(N4CCCCC4)ncnc32)cc1,0.076µM*
O=C(COc1ccc(Cl)cc1)NCC(c1ccco1)S(=O)(=O)c1ccccc1 (stereo unspecified),3%
COc1ccc(-n2cc(C(=O)N(C)c3cc(C)ccc3OC)c3ccccc3c2=O)cc1,?
CCOc1cc2[nH]c(=O)n(CCCC(=O)N3CCN(c4ccc(OC)cc4)CC3)c(=O)c2cc1OCC,3%
CCOC(=O)c1sc2ccccc2c1S(=O)(=O)N1CCN(c2cc(C)ccc2C)CC1,-2%
Cc1cc2oc(C(=O)Nc3ccc(S(=O)(=O)N(C)c4ccccc4)cc3)cc(=O)c2cc1C,0%
COc1cccc(C(C(=O)NCc2ccccc2)N(C(=O)Cn2nnc3ccccc32)c2cccc(C(C)=O)c2)c1 (stereo unspecified),2%
CCOC(=O)c1c(C)[nH]c(CCC(=O)Nc2cc(Cl)ccc2OC)c1C,-2%
NS(=O)(=O)c1ccc(NC(=O)c2csnn2)cc1,-13%
CCOc1ccc(NC(=O)CN2CCN(Cc3ccccc3)S2(=O)=O)cc1,-8%
CC(C)c1ccc(NC(c2nnc(-c3ccccc3)o2)c2ccc(F)cc2Cl)cc1 (stereo unspecified),0%
CC(=O)c1cccc(NC(=O)CSc2nnc3ccc(-c4ccc(Cl)cc4)nn23)c1,-1%
Cc1ccc(NC(=O)c2c(C)oc3ccc(O)c(CN4CCCCC4)c23)c(C)c1,-16%
CCC(C)NC(=O)CCCc1nnc2n(CC(C)C)c(=O)c3sccc3n12 (stereo unspecified),-5%
COc1ccc(C)cc1NC(=O)CSc1nc2ccccc2nc1N1CCOCC1,-16%
COc1ccc2c(c1)CCc1c(C(=O)Nc3c(C)nn(Cc4ccc(C)cc4)c3C)noc1-2,-5%
COC(=O)c1ccc(NC(=O)CSc2nc(C)cc(C)c2C(=O)Nc2ccccc2)cc1,-10%
Cc1cccc(C)c1-n1ncc(C(=O)N2CCN(c3ncccn3)CC2)c1C1CCN(C(=O)OC(C)(C)C)CC1,-1%

Not all compounds are listed. The share of hits here may be higher or lower than overall.
